# INS-1E rescue = rescue of cytokine-induced death in INS-1E beta cells. INS-1E cytokine-induced death, ATP luminescence, 48 h; normalised: neutral wells 0, positive control 100. protection from cytokine-induced ATP loss, % at 10 µM. 20,000 tested, 0.1% active. AID 488910;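 active = mean replicate protection from cytokine-induced ATP loss at least 50% and at least 75% of replicates each reaching 50%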
#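 Test system: INS-1E rat cells | Quantity: 8000 cells per well | Medium: Phenol-red-free RPMI with 5% fetal bovine serum | Reagent: Cytokine cocktail of IFN-γ, TNF-α and IL-1β | Doses: One compound concentration, pin transfer | Timing: 48 h co-treatment, 10 min post-lysis read | Technique: Luminescent ATP assay (CellTiter-Glo)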
# T cruzi HTS = inhibitors of intracellular Trypanosoma cruzi | activity score (inhibition), % at 5.01 µM | AID 651903 | intracellular Trypanosoma cruzi in host cells, plate reader | 22,000 tested, 4.9% active; in the data active = activity score above about 55%;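 note: parasites and compound incubated about four days before reading; 0% = median of neutral control wells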
# Numbers without * were called inactive; / = no result given. Not a hit list (roughly 5.3% active in at least one column).
item	SMILES	INS-1E rescue	T cruzi HTS
1	C[C@H](CO)N1C[C@H](C)[C@H](CN(C)C(=O)Nc2ccc(F)cc2)Oc2ccc(NC(=O)Cc3cn(C)c4ccccc34)cc2C1=O	7	14
2	C[C@H]1CN([C@@H](C)CO)C(=O)Cc2cc(NS(C)(=O)=O)ccc2O[C@@H]1CN(C)S(C)(=O)=O	12	-12
3	C[C@@H]1CN([C@H](C)CO)C(=O)Cc2cc(NC(=O)Cc3cn(C)c4ccccc34)ccc2O[C@H]1CN(C)S(=O)(=O)c1ccccc1	-4	6
4	C[C@@H]1CN([C@H](C)CO)C(=O)c2cc(NC(=O)CCCN(C)C)ccc2O[C@@H]1CN(C)Cc1ccc(C(F)(F)F)cc1	3	-6
5	COc1ccc(CN(C)C[C@@H]2Oc3c(NC(=O)c4nc5ccccc5s4)cccc3C(=O)N([C@@H](C)CO)C[C@H]2C)cc1	-15	47
6	COc1ccc(NC(=O)Nc2cccc3c2O[C@@H](CN(C)C)[C@H](C)CN([C@@H](C)CO)C3=O)cc1	6	-6
7	COc1ccc(S(=O)(=O)Nc2cccc3c2O[C@H](CN(C)Cc2ccc(Oc4ccccc4)cc2)[C@H](C)CN([C@@H](C)CO)C3=O)cc1	-51	-7
8	COc1ccc(CN(C)C[C@@H]2Oc3c(NC(=O)C4CCCCC4)cccc3C(=O)N([C@H](C)CO)C[C@H]2C)cc1	-15	44

# (list continues)
item	SMILES	INS-1E rescue	T cruzi HTS
9	Cc1ccccc1CN(C)C[C@H]1OCc2cnnn2CCCC(=O)N([C@@H](C)CO)C[C@@H]1C	/	8
10	CNC[C@@H]1OCc2cnnn2CCCC(=O)N([C@H](C)CO)C[C@H]1C	5	-8
11	C[C@H]1CN([C@@H](C)CO)C(=O)Cc2cc(NC(=O)CCN3CCOCC3)ccc2O[C@H]1CN(C)C(=O)NC1CCCCC1	6	-19
12	C[C@@H]1CN([C@H](C)CO)C(=O)Cc2cc(NC(=O)Cc3cn(C)c4ccccc34)ccc2O[C@H]1CN(C)Cc1ccc(Oc2ccccc2)cc1	-20	78*
13	C[C@@H]1CN([C@H](C)CO)C(=O)CCCn2nncc2CO[C@H]1CN(C)C(=O)NC1CCCCC1	/	-21
14	COc1ccc(NC(=O)Nc2cccc3c2O[C@H](CN(C)C(=O)NC2CCCCC2)[C@@H](C)CN([C@@H](C)CO)C3=O)cc1	4	-5
15	Cc1noc(C)c1NC(=O)N(C)C[C@@H]1Oc2c(NC(=O)C3CCCCC3)cccc2C(=O)N([C@H](C)CO)C[C@@H]1C	10	-14
16	C[C@@H]1CN([C@@H](C)CO)C(=O)c2cc(NC(=O)Cc3cn(C)c4ccccc34)ccc2O[C@H]1CN(C)Cc1ccc(-c2ccccc2)cc1	5	20

# The list continues:
item	SMILES	INS-1E rescue	T cruzi HTS
17	C[C@@H]1CN([C@H](C)CO)C(=O)c2cc(NC(=O)C3CCCCC3)ccc2O[C@H]1CN(C)S(=O)(=O)c1cn(C)cn1	2	-34
18	C[C@H]1CN([C@@H](C)CO)C(=O)c2cccc(NC(=O)C3CCOCC3)c2O[C@@H]1CN(C)S(=O)(=O)c1ccc(Cl)cc1	0	1
19	C[C@@H]1CN([C@H](C)CO)C(=O)c2cccc(NC(=O)C3CC3)c2O[C@@H]1CN(C)S(=O)(=O)c1cccs1	-16	-13
20	C[C@@H]1CN([C@@H](C)CO)C(=O)c2cc(NC(=O)Nc3ccc(F)cc3)ccc2O[C@@H]1CN(C)S(=O)(=O)c1ccccc1	-4	-16
21	C[C@@H]1CN([C@H](C)CO)C(=O)c2cc(NC(=O)c3ccncc3)ccc2O[C@@H]1CN(C)Cc1ccncc1	7	-11
22	Cc1ccc(S(=O)(=O)Nc2ccc3c(c2)C(=O)N([C@@H](C)CO)C[C@H](C)[C@@H](CN(C)S(=O)(=O)c2cn(C)cn2)O3)cc1	/	-7
23	COc1ccc(S(=O)(=O)N(C)C[C@@H]2Oc3ncc(C#CCN(C)C)cc3C(=O)N([C@H](C)CO)C[C@@H]2C)cc1	/	19
24	COc1ccc(S(=O)(=O)Nc2cccc3c2O[C@@H](CN(C)C(=O)NC(C)C)[C@H](C)CN([C@@H](C)CO)C3=O)cc1	11	-6

# New compounds follow.
item	SMILES	INS-1E rescue	T cruzi HTS
25	C[C@@H]1CN([C@H](C)CO)C(=O)Cc2cc(NC(=O)Nc3ccc4c(c3)OCO4)ccc2O[C@@H]1CN(C)S(=O)(=O)c1ccccc1	3	15
26	CNC[C@@H]1Oc2ccc(NC(=O)Nc3ccc(F)cc3)cc2CC(=O)N([C@H](C)CO)C[C@H]1C	5	-6
27	C[C@@H]1CN([C@@H](C)CO)C(=O)c2cccc(NS(=O)(=O)c3ccc(Cl)cc3)c2O[C@H]1CN(C)Cc1ccc(-c2ccccc2)cc1	5	27
28	C[C@H](CO)N1C[C@H](C)[C@@H](CN(C)Cc2ccc(C(=O)O)cc2)Oc2ccc(NS(=O)(=O)c3cccs3)cc2C1=O	1	-1
29	O=C(O)CCCCCCC(=O)N/N=C/c1ccccc1[N+](=O)[O-]	-2	-3
30	C[C@H](CO)N1C[C@H](C)[C@@H](CN(C)S(=O)(=O)c2ccc(Cl)cc2)Oc2c(NS(C)(=O)=O)cccc2C1=O	0	-8
31	C[C@@H]1CN([C@@H](C)CO)C(=O)c2cccc(NC(=O)Nc3ccccc3)c2O[C@@H]1CN(C)Cc1ccc(-c2ccccc2)cc1	-27	-44
32	CC(C)NC(=O)Nc1ccc2c(c1)C(=O)N([C@@H](C)CO)C[C@@H](C)[C@@H](CN(C)S(=O)(=O)c1ccccc1)O2	-1	-4

# Following part
item	SMILES	INS-1E rescue	T cruzi HTS
33	C[C@@H]1CN([C@H](C)CO)C(=O)c2cc(NC(=O)Cc3ccccc3)ccc2O[C@H]1CN(C)C(=O)Nc1ccc(F)cc1	1	11
34	COc1ccc(S(=O)(=O)Nc2ccc3c(c2)CC(=O)N([C@H](C)CO)C[C@H](C)[C@H](CN(C)S(=O)(=O)c2ccc(OC)cc2)O3)cc1	-6	-9
35	CC(C)NC(=O)N(C)C[C@H]1Oc2c(NS(=O)(=O)c3cccs3)cccc2C(=O)N([C@H](C)CO)C[C@H]1C	7	0
36	C[C@H](CO)N1C[C@H](C)[C@H](CN(C)S(=O)(=O)c2cn(C)cn2)Oc2c(NC(=O)c3cnccn3)cccc2C1=O	4	-27
37	C[C@H]1CN([C@@H](C)CO)C(=O)c2cc(NC(=O)Nc3cccc4ccccc34)ccc2O[C@@H]1CN(C)S(=O)(=O)c1cccs1	/	-9
38	Cc1noc(C)c1NC(=O)N(C)C[C@@H]1Oc2c(NC(=O)c3nc4ccccc4s3)cccc2C(=O)N([C@H](C)CO)C[C@@H]1C	1	9
39	C[C@@H]1CN([C@@H](C)CO)C(=O)c2cc(NC(=O)C3CCCCC3)ccc2O[C@@H]1CN(C)Cc1ccc(C(=O)O)cc1	4	-10
40	C[C@H](CO)N1C[C@H](C)[C@H](CN(C)C(=O)Nc2ccccc2)Oc2ccc(NC(=O)Nc3ccc4c(c3)OCO4)cc2CC1=O	3	-24

# Entries of single compounds, looked up by structure:
# Listed for COc1ccc(S(=O)(=O)Nc2ccc3c(c2)CC(=O)N([C@H](C)CO)C[C@H](C)[C@H](CN(C)S(=O)(=O)c2ccc(OC)cc2)O3)cc1 → INS-1E rescue = -6; T cruzi HTS = -9
# Listed for C[C@@H]1CN([C@H](C)CO)C(=O)c2cc(NC(=O)Cc3ccccc3)ccc2O[C@H]1CN(C)C(=O)Nc1ccc(F)cc1 → INS-1E rescue = 1; T cruzi HTS = 11

# Following part:
item	SMILES	INS-1E rescue	T cruzi HTS
41	C[C@H]1CN([C@@H](C)CO)C(=O)c2cccc(NS(=O)(=O)c3cn(C)cn3)c2O[C@@H]1CN(C)C(=O)Nc1cccc2ccccc12	-1	-18
42	Cc1ccc(S(=O)(=O)N(C)C[C@@H]2Oc3ccc(NC(=O)CCC(F)(F)F)cc3CC(=O)N([C@H](C)CO)C[C@@H]2C)cc1	4	-4
43	COc1ccc(NC(=O)N(C)C[C@H]2Oc3ccc(NC(=O)CCC(F)(F)F)cc3C(=O)N([C@H](C)CO)C[C@H]2C)cc1	5	-4
44	COc1ccc(S(=O)(=O)N(C)C[C@H]2Oc3c(NC(=O)C4CCCCC4)cccc3C(=O)N([C@@H](C)CO)C[C@@H]2C)cc1	5	2
45	C[C@@H]1CN([C@H](C)CO)C(=O)Cc2cc(NS(=O)(=O)c3ccc(Cl)cc3)ccc2O[C@H]1CN(C)C(=O)Nc1ccccc1	5	-14
46	CNC[C@@H]1Oc2c(NC(=O)Nc3ccccc3)cccc2C(=O)N([C@@H](C)CO)C[C@H]1C	4	-23
47	C[C@H]1CN([C@@H](C)CO)C(=O)c2cc(NS(=O)(=O)c3ccc(Cl)cc3)ccc2O[C@@H]1CN(C)C(=O)NC1CCCCC1	-3	6
48	C[C@H]1CN([C@@H](C)CO)C(=O)Cc2cc(NC(=O)NC3CCCCC3)ccc2O[C@H]1CN(C)Cc1ccc(C(=O)Nc2ccccc2N)cc1	3	67*

# The list goes on:
item	SMILES	INS-1E rescue	T cruzi HTS
49	C[C@H]1CN([C@@H](C)CO)C(=O)c2cccc(NC(=O)Nc3ccccc3)c2O[C@H]1CN(C)Cc1ccncc1	-2	-15
50	C[C@@H]1CN([C@H](C)CO)C(=O)Cc2cc(NC(=O)Nc3cccc4ccccc34)ccc2O[C@H]1CN(C)S(=O)(=O)c1ccc(Cl)cc1	-7	-14
51	C[C@@H]1CN([C@@H](C)CO)C(=O)c2cccc(NC(=O)C3CCCCC3)c2O[C@H]1CN(C)Cc1ccc(Oc2ccccc2)cc1	-95	66*
52	COc1ccc(S(=O)(=O)Nc2ccc3c(c2)C(=O)N([C@@H](C)CO)C[C@H](C)[C@H](CN(C)C(=O)NC2CCCCC2)O3)cc1	4	-15
53	C[C@H]1CN([C@@H](C)CO)C(=O)c2cccc(NC(=O)CCCCCC(=O)Nc3ccccc3N)c2O[C@H]1CN(C)Cc1ccc(C(F)(F)F)cc1	3	51
54	CNC[C@H]1Oc2ccc(NS(C)(=O)=O)cc2C(=O)N([C@@H](C)CO)C[C@@H]1C	-4	1
55	C[C@H]1CN([C@@H](C)CO)C(=O)c2cc(NC(=O)Nc3ccc(C(F)(F)F)cc3)ccc2O[C@@H]1CN(C)Cc1ccc(C(=O)Nc2ccccc2N)cc1	0	50
56	C[C@@H]1CN([C@H](C)CO)C(=O)c2cccc(NC(=O)C3CCOCC3)c2O[C@@H]1CN(C)Cc1ccc(C(=O)Nc2ccccc2N)cc1	8	3

# Remaining list, next part:
item	SMILES	INS-1E rescue	T cruzi HTS
57	C[C@H](CO)N1C[C@H](C)[C@H](CN(C)C(=O)Nc2ccc3c(c2)OCO3)Oc2ccc(NC(=O)Cc3ccccc3)cc2C1=O	5	-2
58	COc1ccc(NC(=O)Nc2cccc3c2O[C@H](CN(C)CC2CCCCC2)[C@@H](C)CN([C@@H](C)CO)C3=O)cc1	-9	12
59	CC(C)NC(=O)N(C)C[C@@H]1Oc2ccc(NC(=O)Cn3cnnn3)cc2CC(=O)N([C@@H](C)CO)C[C@@H]1C	4	9
60	Cc1noc(C)c1S(=O)(=O)Nc1ccc2c(c1)CC(=O)N([C@@H](C)CO)C[C@@H](C)[C@@H](CN(C)C(=O)Nc1ccc(C(F)(F)F)cc1)O2	-1	6
61	CC(C)NC(=O)Nc1cccc2c1O[C@@H](CN(C)Cc1ccc(-c3ccccc3)cc1)[C@@H](C)CN([C@@H](C)CO)C2=O	-20	-8
62	Cc1ccc(S(=O)(=O)N(C)C[C@H]2Oc3ccc(NC(=O)c4ccncc4)cc3C(=O)N([C@H](C)CO)C[C@@H]2C)cc1	3	-7
63	COc1ccc(S(=O)(=O)N(C)C[C@@H]2Oc3ccc(NC(=O)NC(C)C)cc3C(=O)N([C@H](C)CO)C[C@@H]2C)cc1	3	-19
64	COc1ccc(S(=O)(=O)Nc2ccc3c(c2)CC(=O)N([C@@H](C)CO)C[C@H](C)[C@@H](CN(C)S(=O)(=O)c2c(C)noc2C)O3)cc1	6	-20

# Molecules listed so far that contain a COOH group, in the order listed:
item	SMILES	INS-1E rescue	T cruzi HTS
28	C[C@H](CO)N1C[C@H](C)[C@@H](CN(C)Cc2ccc(C(=O)O)cc2)Oc2ccc(NS(=O)(=O)c3cccs3)cc2C1=O	1	-1
29	O=C(O)CCCCCCC(=O)N/N=C/c1ccccc1[N+](=O)[O-]	-2	-3
39	C[C@@H]1CN([C@@H](C)CO)C(=O)c2cc(NC(=O)C3CCCCC3)ccc2O[C@@H]1CN(C)Cc1ccc(C(=O)O)cc1	4	-10

# Next part:
item	SMILES	INS-1E rescue	T cruzi HTS
65	CNC[C@H]1OCc2cn(nn2)CCCC(=O)N([C@@H](C)CO)C[C@H]1C	5	-1
66	C[C@@H]1CN([C@H](C)CO)C(=O)c2cccc(NC(=O)Nc3ccc(C(F)(F)F)cc3)c2O[C@@H]1CN(C)C(=O)NC1CCCCC1	-110	82*
67	COc1ccc(NC(=O)Nc2ccc3c(c2)CC(=O)N([C@H](C)CO)C[C@H](C)[C@H](CN(C)Cc2ccccc2)O3)cc1	1	2
68	COc1ccc(S(=O)(=O)N(C)C[C@H]2OCc3cnnn3CCCC(=O)N([C@H](C)CO)C[C@H]2C)cc1	4	1
69	COc1ccc(NC(=O)Nc2ccc3c(c2)CC(=O)N([C@@H](C)CO)C[C@H](C)[C@@H](CN(C)C(=O)NC2CCCCC2)O3)cc1	7	1
70	COc1ccc(NC(=O)Nc2ccc3c(c2)C(=O)N([C@@H](C)CO)C[C@H](C)[C@H](CN(C)C(=O)Nc2cccc4ccccc24)O3)cc1	/	13
71	C[C@H]1CN([C@@H](C)CO)C(=O)c2cc(NC(=O)CCN3CCOCC3)ccc2O[C@H]1CN(C)Cc1ccccc1	/	4
